Screening results (PubChem BioAssay)
PAFAH2 FP inh: inhibitors of human PAFAH2 | recombinant PAFAH2, FP-rhodamine activity probe, fluorescence polarization | Q99487 | actives 0.99% (n = 340,000) | inhibition, % at 3.39 µM | AID 492956;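 active = inhibition above the mean over all tested compounds plus 3 SD, cut at about 30% in these data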;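 note: inhibitors block probe labeling of enzyme so polarization drops; 0% = enzyme with DMSO and 100% = wells lacking PAFAH2 protein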
EBNA-1 inh: blocks EBNA-1 binding to DNA; actives 0.34% (n = 300,000); EBNA-1 DNA binding, fluorescence polarization; inhibition, % at 14.8 µM; in the data active = inhibition above about 28%
LYPLA1 inh: LYPLA1 (human) inhibition in PME1 counter-screen; O75608; recombinant LYPLA1, FP-Rh probe fluorescence polarization; inhibition, % at 5.9 µM; actives 0.16% (n = 320,000); AID 2174;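 active = inhibition above the mean of all tested compounds plus 3 SD, set per campaign, cut at about 14% in these data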;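 note: inhibitors block serine hydrolase probe labeling of LYPLA1 so polarization falls; 0% = enzyme with DMSO and 100% = wells lacking LYPLA1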
PREPL inhibitor: human PREPL enzyme inhibition; recombinant PREPL, fluorescence polarization activity-based probe; actives 0.68% (n = 320,000); Q4J6C6; AID 2751; inhibition, % at 5.96 µM; in the data active = inhibition above about 43%;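 note: 0% = enzyme with DMSO and 100% = wells lacking enzyme; many of its hits are not listed in these tables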
Target sequence (Q4J6C6 whole entry, looked up): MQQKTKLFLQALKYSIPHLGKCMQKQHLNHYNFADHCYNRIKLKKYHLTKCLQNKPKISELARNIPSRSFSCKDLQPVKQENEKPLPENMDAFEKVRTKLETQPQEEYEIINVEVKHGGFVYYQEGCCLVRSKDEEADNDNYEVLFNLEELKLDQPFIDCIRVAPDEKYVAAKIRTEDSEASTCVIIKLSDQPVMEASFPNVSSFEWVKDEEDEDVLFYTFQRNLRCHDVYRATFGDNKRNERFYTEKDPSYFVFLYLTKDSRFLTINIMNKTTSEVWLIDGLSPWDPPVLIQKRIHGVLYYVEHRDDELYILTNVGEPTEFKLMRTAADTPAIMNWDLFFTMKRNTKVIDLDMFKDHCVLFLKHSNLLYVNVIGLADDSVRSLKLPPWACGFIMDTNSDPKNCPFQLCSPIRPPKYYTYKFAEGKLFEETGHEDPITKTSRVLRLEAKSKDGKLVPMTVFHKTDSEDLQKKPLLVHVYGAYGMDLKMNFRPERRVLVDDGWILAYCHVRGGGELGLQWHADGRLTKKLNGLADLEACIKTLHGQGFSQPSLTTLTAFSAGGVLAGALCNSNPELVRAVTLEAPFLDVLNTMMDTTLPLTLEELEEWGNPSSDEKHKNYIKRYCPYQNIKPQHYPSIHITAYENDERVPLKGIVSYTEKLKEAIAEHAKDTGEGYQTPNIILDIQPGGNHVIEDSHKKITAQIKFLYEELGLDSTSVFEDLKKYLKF
PAFAH1B2 inh: PAFAH1B2 (human) inhibition; P68402; recombinant PAFAH1B2, FP-rhodamine activity probe, fluorescence polarization; inhibition, % at 3.39 µM; actives 1.2% (n = 340,000); AID 492953;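 active = inhibition above the mean of all tested compounds plus 3 SD, cut at about 24% in these data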;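 note: 0% = enzyme with DMSO and 100% = wells lacking PAFAH1B2; many of its hits are not listed in these tables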
Target sequence (P68402 whole entry, looked up): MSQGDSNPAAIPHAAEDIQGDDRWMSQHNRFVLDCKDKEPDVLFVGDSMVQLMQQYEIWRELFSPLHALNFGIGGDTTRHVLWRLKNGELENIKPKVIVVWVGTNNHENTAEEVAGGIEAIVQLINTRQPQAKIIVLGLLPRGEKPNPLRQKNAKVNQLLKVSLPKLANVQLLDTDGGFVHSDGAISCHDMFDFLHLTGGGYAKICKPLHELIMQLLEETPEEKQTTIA
pPAFAH inh: pPAFAH (human) enzyme inhibition. inhibition, % at 3.39 µM. actives 1.5% (n = 330,000). recombinant pPAFAH, FP-rhodamine probe fluorescence polarization;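 active = inhibition above the mean inhibition across the screen plus 3 SD, cut at about 25% in these data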;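 note: inhibitors block binding of the rhodamine activity-based probe so polarization drops; 0% = enzyme with DMSO and 100% = wells lacking pPAFAH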
PAFAH1B3 inh: inhibitors of human PAFAH1B3. Q15102. recombinant PAFAH1B3, FP-rhodamine probe, fluorescence polarization. inhibition, % at 3.39 µM. actives 0.28% (n = 340,000);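 active = inhibition above the screen-wide average of all tested compounds plus 3 SD, cut at about 25% in these data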;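 note: 0% = enzyme with DMSO only and 100% = wells lacking PAFAH1B3 protein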
LYPLA2 inh: LYPLA2 (human) inhibition in PME1 counter-screen; actives 0.38% (n = 320,000); AID 2177; O95372; inhibition, % at 5.9 µM; recombinant LYPLA2, FP-Rh probe fluorescence polarization;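 active = inhibition above the screen-wide mean plus 3 SD, limit set per campaign, cut at about 26% in these data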;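 note: 0% = LYPLA2 with DMSO and 100% = wells lacking LYPLA2 enzyme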
ZTA DNA inh: counter-screen for EBNA-1 inhibitors: inhibitors of Epstein-Barr virus ZTA; actives 0.15% (n = 320,000); inhibition, % at 11 µM; ZTA-DNA binding, fluorescence polarization; in the data active = inhibition above about 33%
Starred values were filed as active, the others as inactive; · = no result given. These rows are one share of the data; the hit share may differ from the screen's.

SMILES	PAFAH2 FP inh	EBNA-1 inh	LYPLA1 inh	PREPL inhibitor	PAFAH1B2 inh	pPAFAH inh	PAFAH1B3 inh	LYPLA2 inh	ZTA DNA inh
CCOC(=O)c1ccc(N2C(=O)CC(N(C)CCc3ccc(OC)c(OC)c3)C2=O)cc1 (stereo unspecified)	2	11	5	-2	3	3	7	17	1
COCc1nnc(NC(=O)C2CC(=O)N(c3ccc(C)c(Cl)c3)C2)s1 (stereo unspecified)	1	2	0	8	3	6	11	0	14
ON(Cc1c(F)cccc1Cl)Cc1c(F)cccc1Cl	-3	3	-1	8	-2	-5	9	2	-14
O=C(COC(=O)C1CCCCC1)Nc1ccc(S(=O)(=O)N2CCOCC2)cc1	-1	-4	1	2	7	6	10	4	11
O=C(c1sc2cc([N+](=O)[O-])ccc2c1Cl)N1CCCCC1	4	-4	2	10	1	9	10	9	-11
Cc1ccc(-n2nc3c(c2NC(=O)c2ccc(S(=O)(=O)N4CCOCC4)cc2)CSC3)c(C)c1	-44	0	-15	-11	-24	5	-54	-22	5
O=C(Nc1ccccc1C(=O)N1CCN(Cc2ccccc2)CC1)c1ccc(F)cc1	5	-4	0	-1	1	-5	-8	-3	11
Cc1cc(C(=O)CSC(C)c2nc3ccccc3c(=O)[nH]2)c(C)n1C (stereo unspecified)	10	-4	-4	4	9	2	2	-2	5
O=C(CN(C(=O)c1csnn1)c1cccc2ccccc12)NCc1ccc(F)cc1	5	-2	-4	-6	8	-1	10	-5	14
O=C(O)CSC1c2ccccc2C(=O)N1Cc1ccccc1 (stereo unspecified)	-2	-4	1	2	5	1	8	0	-10
CC(=O)ON1C(C)(C)CC(OC(=O)c2ccccc2)CC1(C)C	-4	-11	0	-3	1	-3	9	-5	-6
COc1ccc(C(=O)NCC(=O)OCc2cccc(Br)c2)cc1	9	-4	-2	-9	1	-1	11	1	0
COc1ccc(F)cc1C(=O)C1CCCN(Cc2c(C)n(C)n(-c3ccccc3)c2=O)C1 (stereo unspecified)	-1	7	-1	18	5	2	0	-7	9
CCc1cccc2c(C(=O)CN3C(=O)NC4(CCCCCC4)C3=O)c[nH]c12	1	·	-3	10	4	1	7	1	3
Cc1ccc(C)c(CSCC(=O)NCc2cccs2)c1	2	1	-2	1	10	1	4	-4	-1
Cc1ccc(C(=O)N2CC(=O)Nc3ccc(F)cc3C2c2ccccc2)cc1 (stereo unspecified)	-4	7	-1	5	10	3	8	-7	6
Cc1ccc2oc(=O)c(/C=C(\O)c3ccco3)nc2c1	2	-2	-3	-3	7	5	7	-4	-8
CCCCCn1c(=O)[nH]c2cc(C(=O)N3CCN(Cc4ccc5c(c4)OCO5)CC3)ccc2c1=O	-3	-7	-2	6	-5	8	-4	9	-12
O=C(NCc1cccnc1)c1ccc(NS(=O)(=O)c2cccc([N+](=O)[O-])c2)cc1	9	·	·	7	8	0	13	·	·
COc1ccc(S(=O)(=O)N2CCOCC2)cc1NC(=O)c1ccncc1	-5	·	0	-4	0	-7	12	4	9
O=C(Nc1ccc([N+](=O)[O-])cc1Br)c1cc2ccccc2nc1Cl	-6	-1	3	-1	-3	3	-3	1	26
CCNNC(=O)C(O)(Cc1ccccc1)Cc1ccccc1	4	0	-2	-3	6	2	5	-4	-8
O=C(CSc1ccccn1)c1ccc(F)cc1	0	9	0	0	-1	-3	4	-2	10
Cc1ccc(NC(=O)C(C)Sc2nc(=O)cc(N)n2-c2ccccc2)cc1 (stereo unspecified)	9	2	0	2	-4	0	5	8	-4
CCOc1cc(/C=N\NC(=O)Cn2nc([N+](=O)[O-])cc2C)ccc1OCc1cccc2ccccc12	-28	1	-16	28	-7	-3	-11	-25	6
CCOC(=O)CSCc1nc(-c2ccc(Cl)cc2)oc1C	6	-5	4	4	-5	4	0	0	-6
COc1ccc(-c2cc(C(=O)NCCc3ccc(S(N)(=O)=O)cc3)c3ccccc3n2)cc1	-15	1	-4	0	-2	-1	-7	-17	1
O=C(Oc1cccc2cccnc12)c1ccc(Br)o1	6	4	0	3	5	4	5	0	-2
CC1Cc2ccccc2N1C(=O)COC(=O)c1ccc(O)cc1 (stereo unspecified)	2	-5	-5	-15	4	2	-6	-4	5
CC(C)OC(=O)c1c(F)c(F)c(N2CCOCC2)c(F)c1F	6	1	0	0	5	0	9	-3	-7
CCN1CCN(c2cc(C)c3cc(NC(=O)c4cc(OC)cc(OC)c4)ccc3n2)CC1	-3	-8	2	14	3	29*	-1	0	-8
O=C(CSc1cc(Cl)ccc1Cl)NCC1CCCO1 (stereo unspecified)	-5	7	0	4	6	2	2	5	8
Cc1ccc(S(=O)(=O)N(C)C)cc1NC(=O)CCNC(=O)c1ccccc1Cl	4	-8	-1	14	3	-1	1	0	-3
CC1(C)CC2CC(C)(CN2C(=O)COC(=O)c2n[nH]c(=O)c3ccccc23)C1 (stereo unspecified)	-8	0	-3	-4	3	4	-3	-11	-10
O=C(CCc1nnc2n(Cc3ccc(F)cc3)c(=O)c3ccccc3n12)NCCCN1CCOCC1	8	-11	-3	13	3	2	11	5	-5
Cc1ccc(S(=O)(=O)N2CC=C(c3c(C)n(C)c4ccccc34)CC2)cc1	-25	9	-1	-3	-17	-3	-19	-7	15
CC(C)C(=O)N1CCN(c2ccccc2NC(=S)NC(=O)Cc2ccccc2)CC1	11	3	0	6	3	3	5	0	-13
Cc1nnn(C23CC4CC(CC(CC(=O)Nc5ccc(C)c(C)c5)(C4)C2)C3)n1	-9	-4	-2	20	3	7	5	12	-10
Cc1cc(C)c(NC(=O)Cn2nnc(C(=O)Nc3ccc(F)cc3F)c2N)c(C)c1	3	-3	1	1	-3	0	2	3	-21
COc1ccc(C2NC(Cc3ccccc3)(C(=O)O)C3C(=O)N(c4ccccc4OC)C(=O)C23)cc1 (stereo unspecified)	0	6	0	6	4	2	3	2	-6
C/C=C\C=C/C(=O)Nc1cccc(C2=NOC3(C2)C[C@@H](C(N)=O)N(C(=O)c2ccccc2)C3)c1 (stereo partly specified)	·	9	-3	8	·	-3	·	-11	-14
Cc1ccc(NC(=O)COC(=O)CCc2nc3ccccc3n2-c2ccccc2)c(C)c1	-5	5	0	-4	-6	1	-3	-2	-5
c1ccc(-n2ncc3c2ncn2nc(CSc4nc5ccccc5s4)nc32)cc1	-4	-14	-1	-4	8	-1	-8	-2	-3
CCNCC(=O)N1c2ccccc2CCc2ccc(NC(=O)OCC)cc21	-1	11	-2	31	3	0	6	5	19
COc1ccccc1C1=NC(c2ccc(F)cc2)N=C1C (stereo unspecified)	-2	2	0	0	-4	15	2	0	7

Sorted by count of non-hydrogen atoms (descending): part of the list above.
SMILES	PAFAH2 FP inh	EBNA-1 inh	LYPLA1 inh	PREPL inhibitor	PAFAH1B2 inh	pPAFAH inh	PAFAH1B3 inh	LYPLA2 inh	ZTA DNA inh
CCOc1cc(/C=N\NC(=O)Cn2nc([N+](=O)[O-])cc2C)ccc1OCc1cccc2ccccc12	-28	1	-16	28	-7	-3	-11	-25	6
C/C=C\C=C/C(=O)Nc1cccc(C2=NOC3(C2)C[C@@H](C(N)=O)N(C(=O)c2ccccc2)C3)c1 (stereo partly specified)	·	9	-3	8	·	-3	·	-11	-14
COc1ccc(-c2cc(C(=O)NCCc3ccc(S(N)(=O)=O)cc3)c3ccccc3n2)cc1	-15	1	-4	0	-2	-1	-7	-17	1
Cc1cc(C)c(NC(=O)Cn2nnc(C(=O)Nc3ccc(F)cc3F)c2N)c(C)c1	3	-3	1	1	-3	0	2	3	-21
c1ccc(-n2ncc3c2ncn2nc(CSc4nc5ccccc5s4)nc32)cc1	-4	-14	-1	-4	8	-1	-8	-2	-3
Cc1ccc(C(=O)N2CC(=O)Nc3ccc(F)cc3C2c2ccccc2)cc1 (stereo unspecified)	-4	7	-1	5	10	3	8	-7	6
Cc1ccc(S(=O)(=O)N2CC=C(c3c(C)n(C)c4ccccc34)CC2)cc1	-25	9	-1	-3	-17	-3	-19	-7	15
COc1ccc(S(=O)(=O)N2CCOCC2)cc1NC(=O)c1ccncc1	-5	·	0	-4	0	-7	12	4	9
O=C(Nc1ccc([N+](=O)[O-])cc1Br)c1cc2ccccc2nc1Cl	-6	-1	3	-1	-3	3	-3	1	26
CC(=O)ON1C(C)(C)CC(OC(=O)c2ccccc2)CC1(C)C	-4	-11	0	-3	1	-3	9	-5	-6
O=C(O)CSC1c2ccccc2C(=O)N1Cc1ccccc1 (stereo unspecified)	-2	-4	1	2	5	1	8	0	-10
COc1ccccc1C1=NC(c2ccc(F)cc2)N=C1C (stereo unspecified)	-2	2	0	0	-4	15	2	0	7
Cc1ccc(C)c(CSCC(=O)NCc2cccs2)c1	2	1	-2	1	10	1	4	-4	-1

(listing goes on)
SMILES	PAFAH2 FP inh	EBNA-1 inh	LYPLA1 inh	PREPL inhibitor	PAFAH1B2 inh	pPAFAH inh	PAFAH1B3 inh	LYPLA2 inh	ZTA DNA inh
CCOc1ccccc1CNS(=O)(=O)c1cc(-c2cc(C)no2)ccc1OC	6	2	-1	-8	5	5	4	-1	10
CC[C@@H](C)[C@H](CN[C@H](CNC)[C@@H](C)O)NCCc1ccc(OC)cc1	12	10	3	11	11	2	2	8	0
CN1C2C(Br)CCCCN2c2ccc(F)cc2S1(=O)=O (stereo unspecified)	-3	-8	0	3	10	4	11	0	-16
CCC(c1nnnn1Cc1cccs1)N1CCN(C2CCCC2)CC1 (stereo unspecified)	1	-7	3	1	10	-5	6	-2	5
CCCCNc1nc2c(c(=O)n(C)c(=O)n2C)n1Cc1cccc(OC)c1	8	8	2	13	6	14	-6	-1	12
CNC(=O)c1c(Cl)cnn1-c1ccc(C)cc1	1	-4	2	-11	3	-1	11	3	1
Cc1nn2c(=O)cc(CSCC(=O)Nc3ccccc3F)nc2s1	6	-7	1	19	6	3	4	-2	-3
O=C(Cc1ccc(Cl)cc1)NCCS(=O)c1ccc(Cl)cc1 (stereo unspecified)	2	1	-1	-2	5	4	3	-1	15
COc1cccc(C(=O)Nc2cc(S(=O)(=O)N3CCCCC3)ccc2OC)c1	11	-10	0	9	-1	1	2	3	-5
Cc1cc(C)cc(N(CCC(=O)Nc2nnc(C)s2)S(=O)(=O)c2ccc(Cl)cc2)c1	-3	0	2	-6	-3	2	-9	-2	4
COc1cccc(Nc2nnc(Cc3cccnc3)c3ccccc23)c1	13	6	-3	1	2	0	-2	-6	25
N#C/C(=N\Nc1cccc2ccccc12)c1nnc2n1CCCCC2	0	3	1	15	-2	6	5	2	-2
N/C(=N\OC(=O)C1CCCCC1)c1ccncc1	-2	-1	-2	18	6	-2	9	-2	14
COc1ccccc1N(CC(=O)NC1CCCCC1)C(=O)CCC(=O)Nc1ccccn1	3	-4	5	16	-1	9	3	13	-14
CC(C)(C)C1CCC2(CC1)C(C#N)=C(SCC(=O)Nc1ccccc1)NC(=O)C2C#N (stereo unspecified)	5	3	-11	8	57*	9	8	-9	0
CN(CCC#N)C(=O)CSc1nnc(-c2ccco2)n1N	-5	2	-1	8	2	-2	-2	4	-16

Part of the list above, reformatted:
| smiles | PAFAH2 FP inh | EBNA-1 inh | LYPLA1 inh | PREPL inhibitor | PAFAH1B2 inh | pPAFAH inh | PAFAH1B3 inh | LYPLA2 inh | ZTA DNA inh |
| --- | --- | --- | --- | --- | --- | --- | --- | --- | --- |
| CN1C2C(Br)CCCCN2c2ccc(F)cc2S1(=O)=O (stereo unspecified) | -3 | -8 | 0 | 3 | 10 | 4 | 11 | 0 | -16 |
| CC[C@@H](C)[C@H](CN[C@H](CNC)[C@@H](C)O)NCCc1ccc(OC)cc1 | 12 | 10 | 3 | 11 | 11 | 2 | 2 | 8 | 0 |
